Bioassay records as filed in PubChem BioAssay.
Scp1 inh – Scp-1 phosphatase inhibitors, primary screen, biochemical, colorimetric, uHTS. Recombinant Scp1, phosphopeptide, malachite green phosphate absorbance. 340,000 compounds, 0.88% hits. inhibition, % at 20 µM. Carboxy-terminal domain RNA polymerase II polypeptide A small phosphatase 1 (Homo …. AID 493091, 2011;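 active means inhibition above about 50% at 20 µM, limit read from the data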;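 further: plate controls were DMSO wells with enzyme for no effect and wells lacking enzyme for full effect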
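Material: truncated SCP-1 phosphatase (76-261aa) / Buffer or medium: 50 mM Tris acetate pH 5.5, 0.005% Tween-20, 10 mM MgCl2 / Compound dosing: one concentration, 20 µM, with 1.0% DMSO / Incubation: 45 min room-temperature reaction, 5 min colour, 30 min stabiliser / Detection: colorimetric free-phosphate detection, absorbance 630 nm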
NRP1-CendR mod – modulators of CendR peptide binding to NRP-1, primary screen, biochemical, fluorescence polarization, uHTS | 360,000 compounds, 0.85% hits | Neuropilin-1 (Homo sapiens), O14786 | FAM-RPARPAR peptide binding to NRP-1 | inhibition, % at 25 µM;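 active means inhibition or corrected inhibition above about 18%, plus a signal ratio from 0.5 to 1.5, limit read from the data, passing the limit was not always enough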; further: strong numbers were not always called active
DNMT1 block – human DNMT1 methyltransferase inhibitors, primary screen, biochemical, molecular beacon, fluorescence, HinP1I cleavage, uHTS. inhibition (reported as % activation of signal), % at 10 µM. AID 588458, 2011. 360,000 compounds, 0.83% hits; in the data active means inhibition above about 50%
Target sequence (P26358 504-1616 limits assumed): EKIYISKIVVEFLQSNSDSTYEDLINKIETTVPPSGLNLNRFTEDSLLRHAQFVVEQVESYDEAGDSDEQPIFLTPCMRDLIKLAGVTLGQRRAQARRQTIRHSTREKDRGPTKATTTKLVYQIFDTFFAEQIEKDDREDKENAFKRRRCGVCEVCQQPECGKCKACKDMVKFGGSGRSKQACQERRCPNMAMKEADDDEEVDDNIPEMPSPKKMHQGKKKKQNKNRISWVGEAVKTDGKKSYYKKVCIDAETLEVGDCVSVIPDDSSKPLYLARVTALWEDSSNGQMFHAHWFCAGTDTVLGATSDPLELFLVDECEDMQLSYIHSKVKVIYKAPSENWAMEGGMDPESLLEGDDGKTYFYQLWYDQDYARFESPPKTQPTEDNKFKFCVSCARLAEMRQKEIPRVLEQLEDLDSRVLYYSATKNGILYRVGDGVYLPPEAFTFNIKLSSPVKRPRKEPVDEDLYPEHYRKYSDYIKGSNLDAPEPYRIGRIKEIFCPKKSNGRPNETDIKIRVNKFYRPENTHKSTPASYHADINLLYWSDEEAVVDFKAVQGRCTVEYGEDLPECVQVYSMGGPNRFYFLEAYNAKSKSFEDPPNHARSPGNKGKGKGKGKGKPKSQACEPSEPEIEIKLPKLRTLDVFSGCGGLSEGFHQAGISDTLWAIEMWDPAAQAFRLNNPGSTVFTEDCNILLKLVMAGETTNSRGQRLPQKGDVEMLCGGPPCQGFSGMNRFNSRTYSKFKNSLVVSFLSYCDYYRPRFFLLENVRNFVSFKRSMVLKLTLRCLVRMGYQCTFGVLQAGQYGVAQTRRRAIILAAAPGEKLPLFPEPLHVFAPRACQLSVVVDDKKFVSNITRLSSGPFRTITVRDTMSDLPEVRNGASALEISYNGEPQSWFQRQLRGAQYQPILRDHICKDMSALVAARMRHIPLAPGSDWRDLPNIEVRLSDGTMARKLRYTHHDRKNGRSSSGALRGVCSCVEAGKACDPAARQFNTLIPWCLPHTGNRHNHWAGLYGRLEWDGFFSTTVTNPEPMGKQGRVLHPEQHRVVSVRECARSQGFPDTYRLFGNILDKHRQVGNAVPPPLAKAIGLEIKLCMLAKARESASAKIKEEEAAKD
STEP block – STEP phosphatase inhibitors, primary screen, biochemical, fluorescence intensity, uHTS; inhibition, % at 20 µM; Tyrosine-protein phosphatase non-receptor type 5 (Homo sapiens), P54829; recombinant STEP, OMFP fluorogenic substrate; 360,000 compounds, 0.25% hits; AID 588621, 2011;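 active means inhibition at 20 µM, scaled per plate between control wells, above about 37%, limit read from the data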;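 further: 0% = DMSO with enzyme and substrate and 100% = substrate only without enzyme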
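Assay system: isolated STEP enzyme. Buffer or medium: pH 6.0 Bis-Tris with DTT and Tween 20. Also added: fluorogenic phosphatase substrate OMFP at 25 µM final. Dosing: 20 µM, 1% DMSO. Timing: 20 min reaction, room temperature, in the dark. Measured by: fluorescence intensity, excitation 480 nm, emission 540 nm. Evaluation: normalized % inhibition.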
Rpn11 block – Rpn11 (PSMD14) deubiquitinase inhibitors, primary screen, biochemical, fluorescence polarization, uHTS; 26S proteasome non-ATPase regulatory subunit 14 (Homo sapiens), O00487; calls only at 20 µM; human 26S proteasome, Ub4-pepOG fluorescence polarization; 20S core pre-blocked with epoxomicin; 360,000 compounds, 0.59% hits;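 active means inhibition at 20 µM, scaled to each plate's controls, above about 33%, limit read from the data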
SKN-1 block – suppressors of acrylamide-induced Pgst-4::GFP reporter in worms, primary screen, SKN-1 inhibitor project, whole organism, uHTS, GFP/RFP fluorescence ratio, strain VP596 | C. elegans VP596 Pgst-4::GFP/RFP ratio, 24 h | inhibition, % at 21.8 µM | AID 624304, 2012 | 360,000 compounds, 0.49% hits;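 active means interference check ratio from 0.5 to 1.5 plus GFP to RFP signal ratio inhibition reaching or exceeding a fixed threshold, cut at about 30% in these data, passing the limit was not always enough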; further: some compounds called inactive have numbers as strong as hits
NadD block – inhibitors of S. aureus NadD, primary screen, biochemical, colorimetric, uHTS. Nicotinate-nucleotide adenylyltransferase NadD (Staphylococcus aureus N315). inhibition, % at 20 µM. purified NadD enzyme, colorimetric absorbance read-out. 360,000 compounds, 0.78% hits; in the data active means inhibition above about 26%; further: some compounds past the cut are filed as inactive
LMPTP inh – LMPTP phosphatase inhibitors, primary screen, biochemical, fluorescence intensity, uHTS; recombinant LMPTP-A, OMFP fluorogenic substrate; inhibition, % at 20 µM; 360,000 compounds, 0.22% hits;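 active means compounds that cut the enzyme signal by at least half of the control window in the single-dose screen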;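 further: plate controls were DMSO wells with enzyme plus substrate for no effect and substrate without enzyme for full effect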
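Test system – LMPTP-A phosphatase enzyme · Quantity – 0.625 nM LMPTP-A final · Reagent – OMFP substrate, 400 µM final · Dosing – one test concentration per compound, 20 µM, with 3% DMSO overall · Timing – 50 min enzyme reaction at room temperature, protected from light · Detection – fluorescence intensity · Controls – substrate-only low control, DMSO enzyme-plus-substrate high control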
MT1-MMP act inh – blockers of MT1-MMP proenzyme processing, primary screen, HT1080 RFP-PRO-GFP cells, GFP/RFP fluorescence; Matrix metalloproteinase-14 (Homo sapiens), P50281; GFP/RFP ratio fluorescence, overnight; percent of plate control window, DMSO zero; GFP/RFP ratio change, % at 20 µM; 360,000 compounds, 0.061% hits; AID 651647, 2012;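 active means GFP/RFP ratio change of at least 30% with cell ATP level not reduced by more than half and red fluorescence within 50% of control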; further: strong numbers were not always called active
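system = RFP-PRO-GFP reporter HT1080 cells | dosing = 20 µM single dose, 1% DMSO | timing = overnight cell settling, then overnight compound exposure, 37 °C, 5% CO2 | read-out basis = GFP/RFP fluorescence ratio | controls = DMSO and RFP-L50D-GFP cell wells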
SUMO1 PPI mod – modulators of SUMO1 protein-protein interactions, primary screen, biochemical, uHTS; Small ubiquitin-related modifier 1 (Homo sapiens), P63165; SUMO1 binding to a labelled peptide, TR-FRET, 1 h; inhibition, % at 20 µM; 360,000 compounds, 0.33% hits; AID 602429, 2012; in the data active means inhibition above about 37%
Starred values were filed as active, the others as inactive; i = inactive; . = no result given. Hits appear at their usual frequency; any-hit rate near 3.9%.

Start of the listing, in advance:
[1] COc1ccc(OC)c(NC(=O)Nc2cccc(Cn3cccn3)c2)c1
[2] CS(=O)(=O)N(CCc1ccccc1)CC(=O)NCc1ccncc1
[3] Cc1ccc(C)c(C(=O)n2cnnc2N)c1
[4] CCOC(=O)Cc1csc(NS(=O)(=O)c2ccc(OC)cc2)n1
[5] CS(=O)(=O)N(CCc1ccccc1)CC(=O)Nc1ccc(Br)cc1F
[6] CCc1ccccc1NC(=O)c1ccccc1Sc1ccc([N+](=O)[O-])cc1Cl
[7] C/C(Cl)=C\Cn1c(=O)c2c(nc3n2CCS3)n(C)c1=O
[8] Nc1nc(SCCO)[nH]c(=O)c1NC(=O)c1ccccc1F
[9] CC(NC(=O)COC(=O)Cn1cc(C(F)(F)F)ccc1=O)c1ccccc1 (configuration not stated)
[10] CC1CCN(C(=O)C(=O)Nc2sc3c(c2C(N)=O)CC(C)(C)OC3)CC1
entry no.	1	2	3	4	5	6	7	8	9	10
Scp1 inh	0	-7	-7	-7	-12	-8	-12	-5	-8	-11
NRP1-CendR mod	3	-7	-3	12	18	-6	23	0	-14	11
DNMT1 block	-10	2	-1	-1	0	0	6	2	3	0
STEP block	-2	-2	0	-3	1	0	-5	-2	-1	0
Rpn11 block	i	i	i	i	i	i	i	i	i	i
SKN-1 block	1	6	-18	2	-4	14	9	-9	8	22
NadD block	-2	-4	1	-5	0	2	-1	-2	1	1
LMPTP inh	1.4	-1.9	-1.3	-0.9	1.1	1.6	-1.7	-1.1	-2.1	-0.3
MT1-MMP act inh	6	1	3	-6	2	-2	6	3	1	2
SUMO1 PPI mod	2	-1	1	2	8	-14	10	4	5	-2

[11] COc1ccc(NC(=O)CNC(=O)c2ccco2)cc1
entry no.	11
Scp1 inh	-1
NRP1-CendR mod	-6
DNMT1 block	7
STEP block	-6
Rpn11 block	i
SKN-1 block	0
NadD block	-1
LMPTP inh	-2.3
MT1-MMP act inh	5
SUMO1 PPI mod	7

Results, previewed entries included:
[1] COc1ccc(OC)c(NC(=O)Nc2cccc(Cn3cccn3)c2)c1
[2] CS(=O)(=O)N(CCc1ccccc1)CC(=O)NCc1ccncc1
[3] Cc1ccc(C)c(C(=O)n2cnnc2N)c1
[4] CCOC(=O)Cc1csc(NS(=O)(=O)c2ccc(OC)cc2)n1
[5] CS(=O)(=O)N(CCc1ccccc1)CC(=O)Nc1ccc(Br)cc1F
[6] CCc1ccccc1NC(=O)c1ccccc1Sc1ccc([N+](=O)[O-])cc1Cl
[7] C/C(Cl)=C\Cn1c(=O)c2c(nc3n2CCS3)n(C)c1=O
[8] Nc1nc(SCCO)[nH]c(=O)c1NC(=O)c1ccccc1F
entry no.	1	2	3	4	5	6	7	8
Scp1 inh	0	-7	-7	-7	-12	-8	-12	-5
NRP1-CendR mod	3	-7	-3	12	18	-6	23	0
DNMT1 block	-10	2	-1	-1	0	0	6	2
STEP block	-2	-2	0	-3	1	0	-5	-2
Rpn11 block	i	i	i	i	i	i	i	i
SKN-1 block	1	6	-18	2	-4	14	9	-9
NadD block	-2	-4	1	-5	0	2	-1	-2
LMPTP inh	1.4	-1.9	-1.3	-0.9	1.1	1.6	-1.7	-1.1
MT1-MMP act inh	6	1	3	-6	2	-2	6	3
SUMO1 PPI mod	2	-1	1	2	8	-14	10	4

[9] CC(NC(=O)COC(=O)Cn1cc(C(F)(F)F)ccc1=O)c1ccccc1 (configuration not stated)
[10] CC1CCN(C(=O)C(=O)Nc2sc3c(c2C(N)=O)CC(C)(C)OC3)CC1
[11] COc1ccc(NC(=O)CNC(=O)c2ccco2)cc1
[12] CC1=Nc2ccccc2/C1=C\c1nc(-c2ccc(F)cc2)oc1O
[13] Cc1c(C(=O)N2CCOCC2)c(S(=O)(=O)Nc2cccc(F)c2)c(C)n1C
[14] CCn1nnc(NC(=O)c2ccc(C(C)(C)C)cc2)n1
[15] OC(c1ccccc1)c1nc(-c2ccc(Cl)cc2)cs1 (configuration not stated)
[16] CCn1c(=O)c(-c2cc(=O)[nH][nH]2)c(O)c2ccccc21
entry no.	9	10	11	12	13	14	15	16
Scp1 inh	-8	-11	-1	-6	-6	-5	.	-5
NRP1-CendR mod	-14	11	-6	-23	2	8	3	5
DNMT1 block	3	0	7	0	2	-3	6	-2
STEP block	-1	0	-6	0	0	2	-1	3
Rpn11 block	i	i	i	i	i	i	i	i
SKN-1 block	8	22	0	6	3	12	26	-1
NadD block	1	1	-1	6	-1	1	-4	-2
LMPTP inh	-2.1	-0.3	-2.3	4.5	0.2	-1.5	1.8	-0.8
MT1-MMP act inh	1	2	5	-2	0	5	2	7
SUMO1 PPI mod	5	-2	7	-24	-7	3	-3	4

[17] O=C(O)CCC(=O)Nc1ccc(Cc2ccc(NC(=O)CCC(=O)O)cc2)cc1
[18] CSc1nsc(SCC(=O)N2CCc3ccccc32)n1
[19] CCc1nnc(NC(=O)CCC(=O)Nc2ccc(OC)cc2OC)s1
[20] CCN(CC)S(=O)(=O)c1cccc(NC(=O)c2cccc(S(=O)(=O)N3CCCC3)c2)c1
[21] CCCCc1nc2n[nH]c(N)c2c2c1CSC(C)(C)C2
[22] COc1nc2c(C)cccc2cc1-c1noc(-c2ccco2)n1
[23] Cc1cc(C)c2c(N)c(C(=O)NCc3ccco3)sc2n1
[24] O=C(CCCC(=O)N(CC(=O)NC1CCCC1)c1ccc(F)c(Cl)c1)Nc1ccccn1
entry no.	17	18	19	20	21	22	23	24
Scp1 inh	5	-7	6	10	-14	-8	9	-3
NRP1-CendR mod	-2	19*	-6	6	4	-20	-4	6
DNMT1 block	-6	-2	-3	-1	-6	44	1	1
STEP block	-3	-1	-2	3	-4	0	1	-1
Rpn11 block	i	i	i	i	i	i	i	i
SKN-1 block	-9	7	-7	9	9	16	-9	-6
NadD block	1	-9	-7	-5	-5	7	5	-5
LMPTP inh	0.7	-0.3	-2.2	-0.3	-0.3	3.6	-1.8	-1.2
MT1-MMP act inh	4	2	1	4	2	-8	-1	1
SUMO1 PPI mod	4	1	1	-3	-1	1	-4	-2

[25] Cc1cc(OC(F)F)ccc1NC(=O)Nc1ccc2c(c1)OCO2
[26] COc1ccc(CNC(=O)C(c2ccc(C)cc2)N(Cc2cccs2)C(=O)c2ccc3c(c2)OCCO3)cc1 (configuration not stated)
[27] O=C(c1ccncc1)N1N=C(C2CCCCC2)CC1(O)C(F)(F)F (configuration not stated)
[28] Cc1ccc(C)c(S(=O)(=O)Nc2ccc3scnc3c2)c1
[29] Cc1c(NC(=S)N/N=C\c2ccccc2O)c(=O)n(-c2ccccc2)n1C
[30] COc1ccc(-n2c(-c3cccc(C)c3[N+](=O)[O-])n[nH]c2=S)cc1
[31] CC(=O)N1[C@H](C)C=C[C@]1(Cc1ccccc1)C(=O)O
[32] O=C(Cn1cnc2c(nnn2Cc2ccccc2F)c1=O)NCc1ccco1
entry no.	25	26	27	28	29	30	31	32
Scp1 inh	-8	-1	-5	-2	-10	-3	0	-14
NRP1-CendR mod	6	0	-9	-3	10	12	0	3
DNMT1 block	6	-11	-1	0	-6	1	4	-1
STEP block	-2	-1	1	0	-2	-2	1	2
Rpn11 block	i	i	i	i	i	i	i	i
SKN-1 block	-19	1	0	19	4	12	13	-5
NadD block	-7	11	-2	-6	-2	2	1	-4
LMPTP inh	-1.1	3.7	-1.2	1.7	-0.6	0.1	-0.2	-1.2
MT1-MMP act inh	0	-42	-6	-5	5	5	-1	0
SUMO1 PPI mod	4	-1	2	-3	1	-4	3	4

Single records (already shown):
`Cc1ccc(C)c(S(=O)(=O)Nc2ccc3scnc3c2)c1` in the list: Scp1 inh = -2; NRP1-CendR mod = -3; DNMT1 block = 0; STEP block = 0; Rpn11 block = i; SKN-1 block = 19; NadD block = -6; LMPTP inh = 1.7; MT1-MMP act inh = -5; SUMO1 PPI mod = -3
`O=C(Cn1cnc2c(nnn2Cc2ccccc2F)c1=O)NCc1ccco1` in the list: Scp1 inh = -14; NRP1-CendR mod = 3; DNMT1 block = -1; STEP block = 2; Rpn11 block = i; SKN-1 block = -5; NadD block = -4; LMPTP inh = -1.2; MT1-MMP act inh = 0; SUMO1 PPI mod = 4

Other compounds follow.
[33] Cc1c(NC(=O)c2cc3ccccc3c(=O)s2)c(=O)n(-c2ccccc2)n1C
[34] CCCCNc1ncnc2c1cnn2Cc1ccc(Cl)cc1
[35] CCCNC(=O)N[C@H]1C=C[C@H](CC(=O)OC)O[C@@H]1CO
[36] COc1ccc(-c2cnc3c(NC(C)=O)cc(-c4ccccc4CN(C)C)cn23)cc1OC
[37] O=C(Cn1ccc(C(F)(F)F)n1)NNC(=O)c1cccnc1
[38] Cc1ccc(C(=O)N/N=C/c2ccc(-c3cccc(C(F)(F)F)c3)o2)cn1
[39] Cc1noc(C)c1Cn1nc(C(=O)O)c2ccccc2c1=O
[40] Cc1sc2ncn(CC(=O)NCC(=O)N3CCN(c4ccc(F)cc4)CC3)c(=O)c2c1C
[41] Brc1cc(-c2ccccc2)nc(-c2ccccc2)n1
entry no.	33	34	35	36	37	38	39	40	41
Scp1 inh	-2	-13	.	.	-2	-3	-2	-3	-14
NRP1-CendR mod	-8	7	-10	-1	10	10	-14	12	-5
DNMT1 block	1	-3	.	2	2	6	2	-1	3
STEP block	2	-4	.	0	1	0	2	1	0
Rpn11 block	i	i	.	i	i	i	i	i	i
SKN-1 block	-7	26	-8	-6	3	-5	-23	-4	10
NadD block	-2	-5	.	-4	-6	-16	-3	2	5
LMPTP inh	-2.5	-0.1	-0.9	-0.6	-1.4	-0.4	-3.0	0.3	2.6
MT1-MMP act inh	-4	-1	1	2	-1	9	6	0	-3
SUMO1 PPI mod	-19	3	4	-8	-4	-9	-3	-1	6
